Screening results deposited in PubChem BioAssay by The Scripps Research Institute Molecular Screening Center.
Tn7 DDE FP – DD(E)-Tn7 binding inhibition, primary FP screen; inhibition, % at 8.3 µM; P02675; 370,000 compounds, 0.13% hits; FP displacement of FITC-Tn7 peptide from fibrin DD(E); 0% = median of compound wells per plate; AID 720508;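 active = inhibition above the mean of compounds falling within the control limits plus 3 SD of them, cut at about 14% in these data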;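 also: 0% = plate median of compound wells and 100% = 10 µM Aha-Tn7 peptide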
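System: human fibrin DD(E); quantity: Fibrin-DD(E) at 2 µM final; also added: fluorescent Tn7 probe at 0.1 µM; compound dosing: single nominal test concentration of 8.3 µM per compound; schedule: 10 min preincubation, 3 h with tracer, room temperature; detection: fluorescence polarization of the labelled Tn7 tracer; repeats: one replicate per compound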
ARFGAP1 inh – rat ARFGAP1 inhibition; inhibition, % at 16.5 µM; Arfgap1-stimulated ARF1 GTP hydrolysis, GDP FP detection; 360,000 compounds, 0.26% hits; Q62848;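 active = inhibition above a per-plate limit, mean inhibition of low control wells plus 3 SD, cut at about 25% in these data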;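 also: 0% = DMSO wells with enzyme and 100% = wells lacking Arfgap1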
Target sequence (Q62848 1-136 limits assumed): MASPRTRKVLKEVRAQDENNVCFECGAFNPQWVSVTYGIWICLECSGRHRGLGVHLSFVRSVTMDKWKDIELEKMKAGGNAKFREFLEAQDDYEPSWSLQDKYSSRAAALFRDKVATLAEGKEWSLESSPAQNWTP
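Material – truncated rat Arfgap1 GAP domain · Buffer or medium – HEPES-based buffer, pH 7.5 · Reagent – human ARF1(Δ1-17)-GTP substrate · Dosing – 16.5 µM single point, 1.26% DMSO · Schedule – GTP hydrolysis reaction 2 h at 25 °C · Technique – GDP detection by fluorescence polarization · Benchmarks – No-Arfgap1 wells (100%) versus DMSO full-reaction wells (0%) · Repeats – single replicate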
Tn6 DDE FP – DD(E)-Tn6 binding inhibition, primary FP screen; P02675; Fibrin DD(E) TRITC-Tn6 fluorescence polarization displacement; inhibition, % at 8.3 µM; 370,000 compounds, 0.21% hits; AID 720509;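 active = inhibition above a per-campaign cutoff: mean of compounds within control limits plus 3 SD, cut at about 15% in these data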;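 also: 0% = median of all compound wells on the plate and 100% = blocking peptide control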
proKLK7 act – proKLK7 (human) activation, primary screen; P49862; purified proKLK7, EDANS-DABCYL substrate fluorescence; 100% is mature enzyme control, 0% vehicle; activation, % at 7 µM; 370,000 compounds, 0.9% hits; AID 652039;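 active = activation above the mean of all tested compounds plus 3 SD, computed per campaign excluding outliers beyond control limits, cut at about 13% in these data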
Target sequence (P49862 whole entry, looked up): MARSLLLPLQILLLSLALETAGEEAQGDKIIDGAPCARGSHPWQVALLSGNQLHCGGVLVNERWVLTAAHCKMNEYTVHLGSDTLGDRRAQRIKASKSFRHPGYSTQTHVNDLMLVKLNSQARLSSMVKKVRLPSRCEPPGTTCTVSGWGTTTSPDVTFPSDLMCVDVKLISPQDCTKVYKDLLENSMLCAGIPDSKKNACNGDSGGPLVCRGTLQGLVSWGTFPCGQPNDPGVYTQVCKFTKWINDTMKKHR
TDP2 absorb – TDP2 (human) inhibition, absorbance primary screen | recombinant TDP2, T5PNP hydrolysis, p-nitrophenol absorbance 415 nm | inhibition, % at 12.8 µM | 370,000 compounds, 0.34% hits | AID 720702;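 active = inhibition above the mean of all tested compounds plus 3 SD, set per campaign, cut at about 25% in these data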;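 also: 0% = DMSO with enzyme and 100% = buffer with substrate but no TDP2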
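Material: recombinant human TDP2; quantity: TDP2 enzyme at 120 nM final; medium: Tris-HCl pH 7.5 with MgCl2; compound: single concentration, 12.8 µM nominal, with 1% DMSO; incubation: 2 h enzyme incubation at 37 °C; signal: epi absorbance; measure: percent inhibition; benchmarks: high control without enzyme, low control DMSO plus TDP2; repeats: singlicate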
ADAM17 inh – ADAM17 inhibition, QFRET primary screen. P78536. recombinant ADAM17, EDANS/DABCYL FRET peptide cleavage. inhibition, % at 6.95 µM. 370,000 compounds, 0.83% hits;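 active = inhibition above the mean of compounds lying between control limits plus 3 SD, set per campaign, cut at about 8.5% in these data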;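 also: 0% = DMSO-only wells as the low control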
PLC-gamma1 inh – inhibitors of human phospholipase C gamma1; AID 720700; 370,000 compounds, 0.84% hits; inhibition, % at 12.2 µM; P19174; purified PLC-gamma1, fluorogenic substrate, fluorescence; in the data active = inhibition above about 9.5%
ASAP1 GAP inh – blocks human ASAP1-stimulated Arf1 GTP hydrolysis | GDP FP detection | inhibition, % at 16.5 µM | AID 624377 | 360,000 compounds, 0.19% hits | Q9ULH1; in the data active = inhibition above about 25%;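 also: 0% = vehicle with enzyme and substrate and 100% = no enzyme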
ADAM10 inh – inhibits human ADAM10; O14672; recombinant ADAM10, EDANS/DABCYL FRET peptide cleavage, 3 h; inhibition, % at 7 µM; 370,000 compounds, 0.62% hits;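 active = inhibition above a per-campaign cutoff equal to the mean of compounds falling between control-based bounds plus 3 SD, cut at about 20% in these data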;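 also: 0% = DMSO wells while the 100% control is not disclosed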
Target sequence (O14672 214-748 limits assumed): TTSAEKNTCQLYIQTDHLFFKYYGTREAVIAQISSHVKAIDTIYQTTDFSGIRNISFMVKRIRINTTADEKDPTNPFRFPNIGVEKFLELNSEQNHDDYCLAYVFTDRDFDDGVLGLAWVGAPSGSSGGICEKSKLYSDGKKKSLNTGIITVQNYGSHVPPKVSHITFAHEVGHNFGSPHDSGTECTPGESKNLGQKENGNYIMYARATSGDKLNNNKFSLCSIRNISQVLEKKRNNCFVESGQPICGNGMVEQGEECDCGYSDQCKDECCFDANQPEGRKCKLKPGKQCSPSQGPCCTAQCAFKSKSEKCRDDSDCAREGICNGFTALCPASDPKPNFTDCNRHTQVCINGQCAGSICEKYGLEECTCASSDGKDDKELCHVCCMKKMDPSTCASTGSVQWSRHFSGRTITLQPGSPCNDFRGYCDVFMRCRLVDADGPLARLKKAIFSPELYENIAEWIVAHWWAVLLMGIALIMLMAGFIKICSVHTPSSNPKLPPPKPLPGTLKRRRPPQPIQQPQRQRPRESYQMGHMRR
LEDGF integ inh – blocks HIV-1 LEDGF/p75-dependent DNA integration; TR-FRET IN-LEDGF/p75 DNA integration, Eu/Cy5; inhibition, % at 3.7 µM; 370,000 compounds, 0.64% hits; AID 743269;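 active = inhibition above the screen-wide mean plus 3 SD, cut at about 13% in these data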;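 also: signal is the Cy5 over europium emission ratio at 671 and 618 nm; 0% = plate median of compound wells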
Active calls of the source: *; i = inactive; · = not tested or not shown.

Preview, two compounds:
nr	compound	Tn7 DDE FP	ARFGAP1 inh	Tn6 DDE FP	proKLK7 act	TDP2 absorb	ADAM17 inh	PLC-gamma1 inh	ASAP1 GAP inh	ADAM10 inh	LEDGF integ inh
1	Cc1cccc(C(=O)NCC(=O)OCC(=O)N2CCN(S(=O)(=O)c3ccc(C)cc3C)CC2)c1	1	-3	4	0.9	-8	2	3	-13	3	5
2	Cn1c(SCC(=O)NCC2CCCO2)nc2c(c1=O)SCC2 (stereo not drawn)	-9	8	1	-0.1	-6	3	-1	-7	-4	-2

All compounds of this part, from the first entry:
nr	compound	Tn7 DDE FP	ARFGAP1 inh	Tn6 DDE FP	proKLK7 act	TDP2 absorb	ADAM17 inh	PLC-gamma1 inh	ASAP1 GAP inh	ADAM10 inh	LEDGF integ inh
1	Cc1cccc(C(=O)NCC(=O)OCC(=O)N2CCN(S(=O)(=O)c3ccc(C)cc3C)CC2)c1	1	-3	4	0.9	-8	2	3	-13	3	5
2	Cn1c(SCC(=O)NCC2CCCO2)nc2c(c1=O)SCC2 (stereo not drawn)	-9	8	1	-0.1	-6	3	-1	-7	-4	-2
3	O=C(Nc1ccc2c(c1)OCCO2)C1c2ccccc2OCC(=O)N1C1CC1 (stereo not drawn)	0	5	0	-0.2	1	-5	-2	3	-15	-4
4	Cc1c(C(c2ccc([N+](=O)[O-])cc2)c2c(C)n(C)n(-c3ccccc3)c2=O)c(=O)n(-c2ccccc2)n1C	4	2	-1	0.2	9	-6	2	3	3	0
5	CCOC(=O)C1CCCN(C(=O)c2cnn3c(C(F)F)cc(-c4ccc(C)cc4)nc23)C1 (stereo not drawn)	-6	5	-7	-9.6	-2	-15	-170	-13	-45	-2
6	COc1ccc(N(CC(=O)O)S(=O)(=O)c2c(C)n[nH]c2C)cc1	-1	12	3	0.3	6	-2	-1	-12	-1	10
7	O=C(c1ccco1)N(Cc1cccc(F)c1)C1CCS(=O)(=O)C1 (stereo not drawn)	5	12	4	0.1	-1	1	-3	5	3	-4
8	COc1ccc2c(c1OC)C(=O)N1C2SC(C)(C)[C@H]1C(=O)NC1CCCC1 (stereo partly drawn)	2	-2	-4	-5.1	0	-23	-25	-3	-82	-3
9	COc1cc(NC(=O)CN2CCN(c3ccccc3O)CC2)c(C)cc1[N+](=O)[O-]	-4	-2	-1	0.6	8	3	2	13	3	0
10	Cn1c(=O)[nH]c(=O)c2c1nc(NCCCO)n2CCOc1ccccc1	0	-7	-2	0.0	-2	3	2	-1	10	5
11	Cc1ccc(Nc2nc(CSc3nnc(-c4ccc(F)cc4)n3C)cs2)cc1	-11	-15	-4	0.7	0	-2	-3	13	-7	3
12	O=C(CCSc1nc2ccccc2o1)N1CCOCC1	0	-9	5	-0.2	3	-5	-1	0	5	4
13	COc1ccc(C(CNc2ccc(S(=O)(=O)N3CCN(C)CC3)cc2[N+](=O)[O-])N(C)C)cc1 (stereo not drawn)	-1	-3	-6	0.3	5	1	0	-3	-13	-2
14	CN(CCCOC(=O)c1cccs1)C1CN(Cc2cn(Cc3ccccc3Cl)nn2)S(=O)(=O)C1 (stereo not drawn)	4	·	-2	0.2	6	-4	1	·	-7	-3
15	O=C(CSCc1cccc(Cl)c1)N/N=C/c1ccc(OCC(=O)N2CCCCC2)cc1	-1	-7	14	0.9	-2	4	1	-4	4	1
16	O=C(Nn1c(C2CCC2)nc2ccccc2c1=O)c1cccs1	-4	4	3	-0.6	-17	5	9	-5	4	3
17	CC(C)CC1NC(=O)C(CC(C)C)N(CO)C1=O (stereo not drawn)	-3	-10	3	-0.3	-7	0	1	5	-2	6
18	CCCCN(CC)Cc1c(C)[nH]c2ccccc2c1=O	6	9	-7	-0.2	3	-2	1	0	-2	2
19	COc1ccc(CCNC(=O)c2cc3c(C)nn(-c4ccccc4)c3s2)cc1OC	-1	·	-1	0.5	3	7	2	·	12	-2
20	CCC(C)[C@H](NC(=O)NCCC1=CCCCC1)C(=O)OC (stereo partly drawn)	4	7	1	0.0	-9	0	-2	7	-4	-5
21	CCOC(=O)c1c(NC(=O)CSc2nnc(C)s2)sc2c1CCN(C)C2	1	3	-5	-0.4	1	-8	-14	-2	-27	1
22	O=[N+]([O-])c1cc(S(=O)(=O)Oc2ccccc2)ccc1Cl	6	-7	7	-0.5	11	-3	4	-17	-7	-1
23	CCCc1c(-c2cccc(F)c2)ncn1CCc1ccccc1OC	0	-12	6	0.4	0	1	1	-8	-3	0
24	Cc1ccc(Cl)cc1OCC(=O)NCCOC(=O)Nc1sc(=S)n(C)c1C	6	0	-4	-0.5	-5	-5	-2	0	-7	2
25	CC1CCN(c2ccc([N+](=O)[O-])cn2)CC1	5	8	1	-0.1	3	-2	-1	-13	-2	-1
26	C=CCN(C(=O)c1csnn1)C(C(=O)NC1CCCC1)c1ccc(OC)cc1 (stereo not drawn)	0	-3	-2	0.1	6	-2	0	12	-1	0
27	CCOc1ccc(NS(=O)(=O)c2ccc(-c3coc(C)n3)cc2)cc1	2	-1	4	0.1	-1	2	0	3	7	5
28	C[C@H](NC(=O)[C@@H]1CSC2c3ccccc3C(=O)N21)C(=O)NCCc1ccccc1 (stereo partly drawn)	-5	12	3	0.1	10	-4	1	-13	-2	-3
29	CC(=O)c1c(O)cc(=O)n(-c2ccccc2)c1-c1ccc(Cl)cc1	3	13	1	-0.6	6	-6	0	1	-9	-2
30	COc1ccc(CCNC(=O)CCCn2c(=O)c3cccn3c3cccnc32)c(OC)c1OC	-8	1	-3	-0.1	7	-4	-1	-3	5	0
31	CCc1ccc(NC(=O)COc2coc(CN3CCN(c4ccccc4)CC3)cc2=O)cc1	0	2	-1	0.3	-15	0	2	7	-6	-2
32	NC(=O)/C(=C\c1ccco1)NC(=O)c1ccc(Br)o1	-6	-5	2	0.6	10	-2	-12	2	-1	1
33	Cc1snc(SCc2c(F)cccc2Cl)c1C#N	4	-1	-4	1.0	-5	-2	0	4	-4	2
34	O=S(=O)(Cc1c(F)cccc1Cl)c1ncn[nH]1	-2	-8	-2	-0.5	9	-1	-4	1	-4	2
35	O=C(COC(=O)c1cc(Br)ccc1O)NNC(=O)c1ccc([N+](=O)[O-])cc1	-3	5	-3	26*	18	-5	-6	6	-6	2
36	O=C(c1ccoc1)N1CCCC(N2CCN(c3cccc(Cl)c3)CC2)C1 (stereo not drawn)	-7	14	-5	0.5	2	7	3	-2	-4	3
37	C=CCSc1ncc(C#N)c(N)n1	6	5	-10	0.3	-1	1	6	-8	12	0
38	COc1cc(C(=O)NCc2nnc(SCC(=O)Nc3nc4ccc(C)cc4s3)o2)cc(OC)c1OC	-2	18	0	-0.4	-10	1	2	4	6	-3
39	CCOC(=O)CNC(=O)CN1C(=O)CC(c2ccccc2)S(=O)(=O)c2ccccc21 (stereo not drawn)	11	-5	3	-0.2	8	-1	3	-4	4	1
40	O=C(COc1coc(CN2CCc3ccccc32)cc1=O)Nc1cccc(F)c1	-6	14	-2	0.3	4	0	1	-10	0	2
41	Cc1nn(-c2ccccc2)c(N2CCCC2)c1/C=N/NC(=S)Nc1cc(C(F)(F)F)ccc1Cl	1	4	-3	-0.2	15	-5	-1	14	1	0
42	CC(C)(C)OC(=O)N1CCC(NC(=O)c2[nH]cnc2C(=O)Nc2cccc(Cl)c2)CC1	1	-5	0	0.2	-6	-4	-1	9	-6	0
43	O=C(C1CCN(C2CC(=O)N(c3ccc(F)cc3)C2=O)CC1)N1CCOCC1 (stereo not drawn)	4	-3	1	0.0	2	-3	-1	8	-1	1
44	CC(=O)Nc1ccc(NC(=O)c2cc(-n3cnnc3)ccc2Cl)cc1	0	-3	-3	-0.3	20	-3	-1	0	-7	1
45	O=C(Cc1ccc(Cl)cc1)Nc1cccnc1	6	1	-2	-0.2	2	-4	-7	13	-9	-1
46	Nc1ccc(S(=O)(=O)N2CCCC2C(=O)O)cc1 (stereo not drawn)	-3	14	1	0.0	5	-2	2	20	0	-1
47	COCCn1c(CN2CCN(C(c3ccccc3)c3ccccc3)CC2)nc2c1c(=O)n(C)c(=O)n2C	-3	1	8	-0.1	-8	2	2	-3	1	4
48	C=C(C)CSc1nc2ncc(Cl)cc2[nH]1	0	12	-5	0.1	-6	0	-1	22	-8	2
49	CNS(=O)(=O)c1cc(S(=O)(=O)NC)c2cccc3c2c1NC3=O	0	-1	0	21*	9	-198	i	3	i	-4
50	Cc1cc(=O)n2nc(N3CCCC(C(=O)NCc4cccc(Cl)c4)C3)sc2n1 (stereo not drawn)	-9	10	5	0.8	-13	5	6	1	-2	4
51	CCO[C@@H]1OC(C(=O)N2CCN(Cc3ccccc3)CC2)=C[C@H](c2coc3ccccc3c2=O)[C@H]1CCCO	-9	-6	-1	0.0	-6	1	-1	11	2	0
52	COc1ccc(C2C(C(C)=O)=C(O)C(=O)N2C)c(OC)c1 (stereo not drawn)	-10	7	-1	0.9	10	-3	-3	13	-2	-2
